High-throughput results as filed in PubChem.
HP1b binding inh = HTS for Inhibitors of HP1-beta Chromodomain Interactions with Methylated Histone Tails; AlphaScreen HP1-beta / biotin-H3K9me3 peptide binding; AID 540317, 2011; 390,000 tested, 0.56% active; Potency, µM (series often up to 114 µM), without a hit: top-dose activity change, negative = inhibition, actives largely listed as inhibitors; Chromobox protein homolog 1 (Homo sapiens), P83916; further: potency means the concentration at half of the fitted maximal effect; nearly all actives have a fitted effect of over 70% in size; inactives centre near 23
Target sequence (P83916 whole entry, looked up): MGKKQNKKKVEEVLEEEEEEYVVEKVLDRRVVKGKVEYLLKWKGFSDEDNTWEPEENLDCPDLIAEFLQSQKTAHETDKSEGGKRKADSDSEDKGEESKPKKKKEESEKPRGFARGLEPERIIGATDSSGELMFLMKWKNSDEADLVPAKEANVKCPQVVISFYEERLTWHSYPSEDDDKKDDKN
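AlphaScreen: HP1-beta (50 nM) preformed 30 min with biotin-H3(1-18)K9me3 peptide (50 nM) in PBS pH 7.4, 0.01% Tween-20. Compound added for 30 min at RT, then streptavidin donor/nickel chelate acceptor beads (10 ug/mL) for 30 min.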
Pin1 inhibitor = qHTS Assay to Find Inhibitors of Pin1. Potency, µM (top dose mostly 115 µM), without a hit: at the top dose activity, negative = inhibition, most hits filed as inhibitors. Pin1 FP peptide displacement, HiFluor488, 10 min. 390,000 tested, 0.009% active; active means well fitted inhibition curve with a large enough effect in the polarisation, with a control signal flat, not every such curve was filed as active; inconclusive means small, poorly fitted or top-dose-only effect, or effect the other way, or a change in a side signal; inactive means no such curve, though single readings can be large or run the other way; the % refers to the polarisation; further: potency means the concentration at half of the fitted maximal effect; on the % scale 0 is the no-effect control and ±100 the full control effect
POLH inh = qHTS for Inhibitors of Polymerase Eta; DNA polymerase eta (Homo sapiens), Q9Y253; recombinant Pol eta, fluorescent DNA replication assay; Potency, µM (highest dose often 114 µM), without a hit: top-dose activity change, negative = inhibition, actives largely listed as inhibitors; 390,000 tested, 1.2% active; further: potency means the concentration at half of the fitted maximal effect; on the % scale 0 is the no-effect control and ±100 the full control effect
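Pol eta (10 nM) was preincubated with compounds for 15 min at room temperature, after which fluorescent replication substrate (50 nM final) was added to start the reaction. Fluorescence was read kinetically at 0 and 10 min.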
Tb PGK inh = qHTS Assay to Find Inhibitors of Phosphoglycerate Kinase; Phosphoglycerate kinase, glycosomal (Trypanosoma brucei brucei), P07378; PGK/GAPDH coupled, Kinase-Glo luminescence, 60 min; Potency, µM (doses to about 57.5 µM), without a hit: at the top dose activity change, negative = inhibition, most hits filed as inhibitors; 380,000 tested, 0.043% active; AID 602233, 2012; further: potency means the concentration at half of the fitted maximal effect; on the % scale 0 is the no-effect control and ±100 the full control effect; nearly all actives have a fitted effect of over 60% in size
Target sequence (P07378 whole entry, looked up): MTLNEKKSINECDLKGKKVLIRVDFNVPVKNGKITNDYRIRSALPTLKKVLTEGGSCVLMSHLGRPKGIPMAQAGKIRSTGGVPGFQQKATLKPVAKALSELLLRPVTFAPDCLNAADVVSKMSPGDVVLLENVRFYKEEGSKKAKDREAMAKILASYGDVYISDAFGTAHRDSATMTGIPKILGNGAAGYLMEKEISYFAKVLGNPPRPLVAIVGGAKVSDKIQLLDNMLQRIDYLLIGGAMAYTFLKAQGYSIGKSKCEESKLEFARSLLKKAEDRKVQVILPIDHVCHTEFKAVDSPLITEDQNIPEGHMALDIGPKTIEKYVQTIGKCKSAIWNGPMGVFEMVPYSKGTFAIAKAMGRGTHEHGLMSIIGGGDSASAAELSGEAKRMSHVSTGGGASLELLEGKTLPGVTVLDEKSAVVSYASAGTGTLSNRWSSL
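Luminescent ATP detection (Kinase-Glo Plus) follows a 60-minute room-temperature incubation, with wells lacking PGK as controls. Buffer: 100 mM TEA (pH 7.6), 5 mM MgCl2, 0.01% Tween-20. Coupling enzyme GAPDH (100 nM final) supplies unstable 1,3-BPG in-well.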
GLS inhibitor = qHTS for Inhibitors of Glutaminase (GLS); Glutaminase kidney isoform, mitochondrial (Homo sapiens), O94925; GLS enzymatic activity, qHTS titration; Potency, µM (series often up to 45.5 µM), for inactives: at the highest dose activity change, negative = inhibition, usual class: inhibitors; 410,000 tested, 0.21% active; AID 624170, 2012; further: potency means the concentration at half of the fitted maximal effect; on the % scale 0 is the no-effect control and ±100 the full control effect
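Compounds were pin-transferred onto hKGA, after which L-glutamine (1 mM solution) and a detection mix of glutamate oxidase, HRP and Amplex Red were added. Initial and 30 min RT fluorescence reads were collected.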
JMJD2A Tudor inh = qHTS Assay for Inhibitors of JMJD2A-Tudor Domain | Lysine-specific demethylase 4A (Homo sapiens), O75164 | 390,000 tested, 4.4% active | AID 504339, 2011 | AlphaScreen JMJD2A-Tudor / H3K4me3 peptide binding | Potency, µM (doses to about 114 µM), without a hit: top-dose activity change, negative = inhibition, usual class: inhibitors; further: potency means the concentration at half of the fitted maximal effect; on the % scale 0 is the no-effect control and ±100 the full control effect; nearly all actives have a fitted effect of over 50% in size
PI4K2A block = qHTS for small molecular inhibitors of PI4K2A; activity change, negative = inhibition, % at 76.9 µM; purified PI4K2A, ADP-Glo luminescence, 1 h; hits give low values; 420,000 tested, 0.13% active; Phosphatidylinositol 4-kinase type 2-alpha (Homo sapiens), Q9BTU6; in the data active means activity change below about -50%; inconclusive means mostly about -30% to -49%;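 further: -100% = wells without enzyme as full effect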
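In this quantitative HTS, ADP production by PI4K2A was quantified luminescently after 1 h at ambient temperature; 100 microM adenosine served as plate-quality control.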
BAZ2B inh = qHTS Assay for Inhibitors of BAZ2B; Potency, µM (top dose mostly 114 µM), without a hit: at the highest dose activity change, negative = inhibition, usual class: inhibitors; Bromodomain adjacent to zinc finger domain protein 2B (Homo sapiens), Q9UIF8; AlphaScreen BAZ2B-H3K14Ac peptide displacement; 360,000 tested, 4.4% active; further: potency means the concentration at half of the fitted maximal effect; on the % scale 0 is the no-effect control and ±100 the full control effect; nearly all actives have a fitted effect of over 60% in size
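AlphaScreen displacement: compounds (up to 110uM) incubated 30 min at room temperature with a preformed 50 nM BAZ2B/50 nM biotinylated H3K14Ac peptide complex in PBS pH 7.4 with Tween-20. Donor and acceptor beads at 10 ug/mL final added, 20 min light-protected before reading.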
G9a inh = qHTS Assay for Inhibitors of Histone Lysine Methyltransferase G9a; G9a H3K9 monomethylation, AlphaScreen, 2 h; Potency, µM (highest dose often 102 µM), for inactives: top-dose activity, negative = inhibition, hits mostly inhibitors; 350,000 tested, 8.8% active; further: potency means the concentration at half of the fitted maximal effect; on the % scale 0 is the no-effect control and ±100 the full control effect; nearly all actives have a fitted effect of over 75% in size
Target sequence (Q96KQ7 913-1193 limits assumed): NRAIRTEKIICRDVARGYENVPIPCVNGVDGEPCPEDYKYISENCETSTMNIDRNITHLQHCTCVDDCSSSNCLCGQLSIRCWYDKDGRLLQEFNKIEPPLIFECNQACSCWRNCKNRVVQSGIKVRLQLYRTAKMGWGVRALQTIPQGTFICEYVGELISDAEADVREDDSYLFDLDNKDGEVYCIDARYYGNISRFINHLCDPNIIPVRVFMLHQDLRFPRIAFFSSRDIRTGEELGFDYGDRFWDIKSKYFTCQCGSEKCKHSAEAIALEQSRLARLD
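Compounds were preincubated with 20 nM G9a for 15 min, after which biotinylated H3K9 peptide (500 nM) and SAM (20 uM) started a 2 h room-temperature reaction. Monomethylated product was quantified by antibody-based AlphaScreen chemiluminescence.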
* marks the source's active call; other numbers are inactive results; i = inactive; ? = inconclusive; / = not tested or not shown; [ ] = remark or other dose. Unless noted, the call rests on the fitted dose curve; in most records, active means well fitted curve in the direction sought with a large enough effect; inconclusive means small, poorly fitted or top-dose-only effect, or another doubt; inactive means no such curve, though single readings can be large; an effect the other way counts as inactive or inconclusive. Only part of the results is shown; the hit share may differ from the screen's.

1) O=C(Cc1ccc(Cl)cc1)c1ccc(O)cc1
2) CCN1CCN(c2ccc(S(=O)(=O)N3CCOCC3)cc2NC(=O)C(C)Oc2ccc(Cl)cc2)CC1 (centres undefined)
3) O=S(=O)(c1ccccc1)N1CCN(C/C=C/c2ccccc2)CC1
4) Cc1ccc(S(=O)(=O)c2c(C)cc(-c3ccccc3)[nH]c2=O)cc1
5) O=S(=O)(c1cccc(-c2csc(-c3cccnc3)n2)c1)N1CCCCC1
6) CCn1cc(C(=O)Nc2ccc(OC)c(S(=O)(=O)N3CCCCC3)c2)c(=O)c2ccc(C)nc21
7) COc1ccc(CNCC(=O)Nc2sccc2C#N)cc1
8) O=C1COc2ccc(C(=O)COC(=O)c3ccc4ccccc4n3)cc2N1

Screen / compound no.,1,2,3,4,5,6,7,8
HP1b binding inh,78%[activator],2%,24%,25%,26%,-2%,22%,41%[activator]
Pin1 inhibitor,3%,-1%,0%,2%,8%,2%,?,140%[activator]
POLH inh,1%,-9%,-11%,-11%,-24%,-13%,-16%,?
Tb PGK inh,9%,11%,i,-8%,i,-8%,-1%,11%
GLS inhibitor,-1%,12%,-1%,3%,4%,3%,-6%,-7%
JMJD2A Tudor inh,4%,-25%,-26%,-11%,-29%,-8%,-7%[11.4 µM],?
PI4K2A block,0,1,8,-2,-2,-4,-17,-4
BAZ2B inh,10%,-31%,-23%,10%,-24%,1%,50µM*,-33%
G9a inh,/,11µM*,19%,-7%,-4%[2.33 µM],?,28µM*,?

9) COc1ccc(-c2nn(-c3ccccc3)cc2C(=O)O)cc1N
10) O=C(Cn1c(=O)n(-c2ccccc2)c(=O)c2ccc(C(=O)NCc3ccc4c(c3)OCO4)cc21)Nc1ccc(Br)cc1
11) Cc1c2c(nc3c(C)cccc13)OC(C)C2 (centres undefined)
12) CCC(C)c1c(O)nc(SCC(=O)c2ccccc2)[nH]c1=O (centres undefined)
13) CC(C)Cn1c(=O)[nH]c2ccccc21
14) C/C(CC(=O)Nc1cccc(C(F)(F)F)c1)=N/NC(=O)C(=O)NCCO
15) Cc1nnsc1C(=O)Nc1cc(Cl)ccc1Cl
16) CCN1C(=O)[C@H]2[C@@H](c3ccc(C)cc3)N3C(=O)N(c4ccc(OC)cc4)C(=O)[C@@]3(CC)[C@H]2C1=O

Screen / compound no.,9,10,11,12,13,14,15,16
HP1b binding inh,26%,21%,45%[activator],31%,39%,36%,59%,31%
Pin1 inhibitor,-1%,35%[activator],10%,-1%,2%,3%,-3%,6%
POLH inh,1%,1%,13%,-18%,-7%,-20%,-7%,-16%
Tb PGK inh,3%,-1%,-7%,i,1%,i,-5%,i
GLS inhibitor,13%,0%,0%,1%,5%,-24%,-3%,4%
JMJD2A Tudor inh,-19%,-18%,-4%,-7%,-1%,-1%,-1%,-4%
PI4K2A block,0,-2,2,8,-13,-1,-1,-1
BAZ2B inh,-1%,/,6%,-3%,9%,3%,4%,-3%
G9a inh,12%,-5%[59 µM],12%[59 µM],-10%,15%[59 µM],-8%,-11%[59 µM],11%[2.33 µM]

17) COc1ccccc1NC(=O)CSc1nncs1
18) CCCCC[C@H]1CN(CCc2ccccc2)C(=O)[C@@H]1CC(=O)NCc1ccc(OC)cc1
19) O=C(Nc1ccccc1-c1nc2ccccc2[nH]1)c1ccc(N2C(=O)CCC2=O)cc1
20) CCC(NC(=O)Nc1cc(Cl)ccc1OC)c1c(-n2cccc2)sc2c1CCN(C)C2 (centres undefined)
21) Cc1c(C(=O)OCC(=O)NC(C)c2ccccc2)oc2ccccc12 (centres undefined)
22) CN(C)S(=O)(=O)c1ccc(N=Cc2c(C(F)(F)F)[nH]n(C)c2=O)cc1
23) Cn1nc(-c2ccc(Cl)cc2)c2cc(C(=O)NC3CC3)sc21
24) O=C(CSc1ccc(-c2ccco2)nn1)Nc1ccc(F)cc1

Screen / compound no.,17,18,19,20,21,22,23,24
HP1b binding inh,8%,53%[activator],11%,?,41%[activator],23%,2%,18%
Pin1 inhibitor,-1%,?,?,?,0%,5%,0%,0%
POLH inh,-15%,-15%,0%,-22%,4%,-15%,1%,?
Tb PGK inh,-2%,i,-7%,-8%,-1%,-9%,-7%,4%
GLS inhibitor,-1%,-6%,8%,-22%,?,1%,-1%,3%
JMJD2A Tudor inh,-14%,-15%,-5%,?,2%,-7%,?,-13%
PI4K2A block,-2,-4,-1,-2,-2,0,1,-3
BAZ2B inh,/,12%,0%,?,-4%,-28%,-2%,?
G9a inh,/,45µM*,3%[12.7 µM],16µM*,30%,-33%,20%,/

The last 3 entries of the part above come first, to join the parts:
22) CN(C)S(=O)(=O)c1ccc(N=Cc2c(C(F)(F)F)[nH]n(C)c2=O)cc1
23) Cn1nc(-c2ccc(Cl)cc2)c2cc(C(=O)NC3CC3)sc21
24) O=C(CSc1ccc(-c2ccco2)nn1)Nc1ccc(F)cc1
25) CN1C(=O)c2ccc(Oc3ccccc3)cc2C1=O
26) COc1ccccc1NS(=O)(=O)c1cccc(C(=O)NNC(=O)c2ccc(=O)[nH]c2)c1
27) COc1cc(C2Nc3ccccc3NC3=C2C(=O)CC(c2ccc(OC)c(OC)c2)C3)ccc1O (centres undefined)
28) COCCCN(CC(=O)Nc1ccc(N2CCOCC2)cc1)S(=O)(=O)c1ccccc1
29) c1ccc2[nH]c(SCc3cn4cccnc4n3)nc2c1
30) COc1cc2ccccc2cc1C(=O)Nc1ccc2oc(-c3ccc(Cl)cc3)nc2c1
31) Cc1ccc2cccc(NC(=O)c3ccc(-c4cccc(Cl)c4Cl)o3)c2n1
32) CC(=O)N/C(=N/c1nc(C)cc(C)n1)Nc1cccc(C)c1C

Screen / compound no.,22,23,24,25,26,27,28,29,30,31,32
HP1b binding inh,23%,2%,18%,57%[activator],44%[activator],29%,15%,27%,25%,28%,21%
Pin1 inhibitor,5%,0%,0%,-7%,1%,-3%,0%,-3%,-2%,1%,1%
POLH inh,-15%,1%,?,1%,1%,-18%,-3%,-21%,?,7%,-2%
Tb PGK inh,-9%,-7%,4%,6%,9%,i,6%,3%,-11%,-7%,-8%
GLS inhibitor,1%,-1%,3%,4%,11%,?,3%,2%,-2%,3%,-3%
JMJD2A Tudor inh,-7%,?,-13%,19%,1%,-7%,-1%,4%,-17%,-3%,-8%
PI4K2A block,0,1,-3,0,1,7,2,0,-2,-3,4
BAZ2B inh,-28%,-2%,?,/,7%,-11%,-17%,-7%,0%,-11%,3%
G9a inh,-33%,20%,/,/,17%[59 µM],-10%[59 µM],?,14µM*,?,1%[59 µM],15%

33) COc1cccc(CN(C)C(=S)Nc2ccc(C)c(C)c2)c1
34) Cc1cc(C)cc(OCCn2ccnc2)c1
35) COc1ccc(C(=O)COC(=O)/C=C/c2ccccc2[N+](=O)[O-])cc1
36) COc1ccc(CNC(=O)C2CCN(S(=O)(=O)c3ccc(Br)s3)CC2)cc1
37) COCCN(C(=O)CSc1nc(-c2ccccc2)cn1N)c1c(N)n(Cc2ccccc2)c(=O)[nH]c1=O
38) Cc1cc(N(C)C)ccc1[N+](=O)[O-]
39) Nc1ccc(S(=O)(=O)NC2=NCCCCC2)cc1N
40) Cc1ccc(S(=O)(=O)CC(=O)c2ccccc2)cc1

Screen / compound no.,33,34,35,36,37,38,39,40
HP1b binding inh,13%,24%,3%,-23%,33%,-2%,9%,52%[activator]
Pin1 inhibitor,-2%,-7%,-1%,12%,-1%,4%,-15%,6%
POLH inh,-15%,-4%,-13%,-9%,?,-17%,9%,-13%
Tb PGK inh,-13%,-12%,-9%,-5%,-4%,-6%,-3%,-12%
GLS inhibitor,-8%,-7%,-4%,4%,13%,1%,-2%,-4%
JMJD2A Tudor inh,-15%,-35%,-28%,-15%,-24%,-22%,-10%,-4%
PI4K2A block,9,-1,-4,1,-1,-2,29,3
BAZ2B inh,-24%,-24%,/,5%,-2%,-16%,/,6%
G9a inh,15%[59 µM],-8%,/,1%,8.9µM*,19%[59 µM],?,/

41) Cc1[nH]c(C)c(S(=O)(=O)NCc2ccccc2Cl)c1C(=O)N1CCCC1
42) Cc1cn([C@H](C(=O)NCCCCCCCCCCC(=O)N2CCNCC2)[C@@H](C)O)nn1
43) COC(=O)CCC(=O)OC1(C)C(=O)C2=CN(Cc3ccccc3)C(c3ccc(OC)cc3)=CC2=C(Br)C1=O (centres undefined)
44) CCOC(=O)c1ccc(NC(=O)CCc2c(C)nc3c(c(C)nn3C(C)(C)C)c2C)cc1

Screen / compound no.,41,42,43,44
HP1b binding inh,33%,?,?,42%
Pin1 inhibitor,-12%,-3%,?,10%
POLH inh,-1%,-29%,-2%,-12%
Tb PGK inh,12%,-5%,-2%,-1%
GLS inhibitor,5%,-15%,-19%,2%
JMJD2A Tudor inh,-9%,-19%,?,-7%
PI4K2A block,-18,-8,-15,0
BAZ2B inh,1%,-6%,/,-1%
G9a inh,-5%,1%[2.33 µM],/,10%[59 µM]
